# PKM2 activator: increases activity of human pyruvate kinase M2; Potency, µM (series often up to 57.5 µM), for inactives: at the top dose activation, hits mostly activators; P14618; hit rate 0.34% among 260,000; purified PKM2, Kinase-Glo ATP luminescence, activation; response scale: 0% is enzyme alone, no compound; also: potency is read from the fitted curve at half-maximal effect; % is scaled to controls: 0 for no effect and ±100 for the full control effect; nearly all actives have a fitted effect of over 55% in size
#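 Kinase-Glo luminescence reports ATP generated from ADP (0.1 mM) and PEP (0.5 mM) by purified hPK-M2 after 1 h at room temperature, pH 7.2 imidazole buffer; intermediate enzyme activity allows detecting inhibitors and activators.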
# NPC1 promoter act: NPC1 promoter activation. Huh7 NPC1 promoter luciferase reporter, 24 h. hit rate 2.4% among 320,000. Potency, µM (top dose mostly 9.22 µM), inactives show at the highest dose activation, actives largely listed as activators;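 also: potency is read from the fitted curve at half-maximal effect; % of control where 0% means no effect; nearly all actives have a fitted effect of over 60% in size; reporter is driven by a mutant NPC1 promoter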
#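 In 1536-well qHTS, Huh7 cells harboring an NPC1 promoter–luciferase construct received compound for 24 h; activation was quantified by luminescence following luciferase reagent addition.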
# BRCA1 expr up: activators of BRCA1 expression | hit rate 1.1% among 380,000 | Potency, µM (titrated, usually from 46.1 µM), without a hit: at the top dose activation, most hits filed as activators | AID 624202 | MCF7-BRCA1-FFLuc reporter, luminescence, 48 h; response scale: scaled: vehicle 0%, 10 µM genistein 100%; also: potency is read from the fitted curve at half-maximal effect; nearly all actives have a fitted effect of over 80% in size; some results filed as inactive show a strong effect at the top dose
#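 MCF7-BRCA1-FFLuc cells, 2000/well in phenol-red-free MEM, attached 2 h then treated 48 h at 37 C. Luciferase luminescence read 15 min after reagent; normalized to genistein maximum activation (10microM) and DMSO, concentration-response fitted.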
# RORg inh: blocks mouse ROR gamma transcriptional activity; Potency, µM (highest dose often 53.6 µM), for inactives: at the highest dose activity change, negative = inhibition, usual class: inhibitors; Drosophila S2 Gal4-RORgamma UAS-luciferase reporter, 20 h; P51450; hit rate 5.4% among 310,000; also: potency is read from the fitted curve at half-maximal effect; % is scaled to controls: 0 for no effect and ±100 for the full control effect; nearly all actives have a fitted effect of over 60% in size
# Target sequence (P51450 whole entry, looked up, the tested form may be a part): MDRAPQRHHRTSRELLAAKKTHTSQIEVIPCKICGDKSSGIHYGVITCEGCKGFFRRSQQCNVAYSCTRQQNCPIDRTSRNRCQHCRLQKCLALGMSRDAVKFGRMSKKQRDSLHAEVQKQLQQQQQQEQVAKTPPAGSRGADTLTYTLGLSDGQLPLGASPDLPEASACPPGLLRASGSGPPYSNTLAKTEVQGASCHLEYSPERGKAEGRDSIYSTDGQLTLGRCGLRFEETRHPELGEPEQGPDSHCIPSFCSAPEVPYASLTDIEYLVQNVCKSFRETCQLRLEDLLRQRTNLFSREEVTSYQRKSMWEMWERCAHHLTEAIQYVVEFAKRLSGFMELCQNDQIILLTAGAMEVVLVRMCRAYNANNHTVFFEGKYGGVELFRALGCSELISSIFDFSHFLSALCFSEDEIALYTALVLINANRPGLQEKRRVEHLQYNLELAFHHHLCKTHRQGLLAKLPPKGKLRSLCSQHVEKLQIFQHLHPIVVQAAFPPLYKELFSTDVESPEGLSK
#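 Luminescence from a UAS-regulated Photinus luciferase reporter in stably transfected Drosophila Schneider cells is measured; decreased signal marks ROR gamma inhibition. Fusion expression is induced by 700 uM copper sulfate for 20 hr.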
# p53 reactivation: restores transcriptional activity of mutant p53 | H1299 p53-A138V BP100-luciferase reporter, luminescence, 24 h | Potency, µM (series often up to 92.2 µM), for the others: top-dose activity change, positive = activation, hits mostly activators | hit rate 0.063% among 320,000 | AID 504706; also: potency is read from the fitted curve at half-maximal effect; % of control where 0% means no effect; nearly all actives have a fitted effect of over 45% in size
#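 p53-null H1299 cells stably carrying temperature-sensitive p53-A138V and a BP100-luciferase reporter were pinned with compounds (4-point, 1:5 series) and held 24 hrs at 37 deg C. Luminescence was read 10 min after detection reagent.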
# Menin-MLL TR inh: inhibitors of human menin-MLL interaction, mutant MLL peptide | Menin + Texas Red MLL mutant peptide, fluorescence polarization | O00255 | Potency, µM (doses to about 61.6 µM), for the others: at the top dose FP activity change, negative = inhibition, actives largely listed as inhibitors | hit rate 0.23% among 270,000; active = well fitted inhibition curve with a large enough effect in the polarisation, with a control signal flat, not every such curve was filed as active; inconclusive = small, poorly fitted or top-dose-only effect, or effect the other way, or a change in a side signal; inactive = no such curve, though single readings can be large or run the other way; the % refers to the polarisation; also: potency is read from the fitted curve at half-maximal effect; % of control where 0% means no effect; many of its hits are not listed in these tables
# Rab9 promoter act: activators of Rab9 promoter; Huh7 Rab9 promoter-luciferase reporter, luminescence, 24 h; Potency, µM (series often up to 9.22 µM), inactives show at the highest dose activation, negative = inhibition, actives largely listed as activators; hit rate 2.8% among 320,000; AID 485297; also: potency is read from the fitted curve at half-maximal effect; % of control where 0% means no effect; nearly all actives have a fitted effect of over 60% in size
#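 Steps: seed 1500 Huh7 Rab9-luc cells per well, rest 2 h at 37 °C; add compound in DMSO; incubate 24 h; add luciferase reagent, 10 min ambient; read luminescence.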
# Giardia killer: kills Giardia lamblia. hit rate 0.15% among 340,000. activity change, % at 7.66 µM, hits read low. Giardia lamblia trophozoite viability. AID 540267; in the data active = activity change below about -80%; inconclusive = between about -30% and that limit;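 also: parasites exposed to compound for two days anaerobically before the ATP read; % is scaled to controls: 0 for no effect and ±100 for the full control effect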
#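 Viability, read as ATP luminescence: trophozoites at 100 cells/well, compound added, 48 hrs anaerobic at 37 deg C, then 15-30 min room-temperature development before reading.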
# FLuc counter: inhibits or activates purified firefly luciferase, miR-21 counter-screen; P08659; purified FLuc, Km substrates, luminescence inhibition; Potency, µM (highest dose often 57.5 µM), without a hit: top-dose activity change, negative = inhibition, hits mostly inhibitors; hit rate 6.9% among 360,000;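 also: potency is read from the fitted curve at half-maximal effect; plate controls were vehicle for no effect and reference inhibitor for full effect; nearly all actives have a fitted effect of over 55% in size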
# Target sequence (P08659 whole entry, looked up): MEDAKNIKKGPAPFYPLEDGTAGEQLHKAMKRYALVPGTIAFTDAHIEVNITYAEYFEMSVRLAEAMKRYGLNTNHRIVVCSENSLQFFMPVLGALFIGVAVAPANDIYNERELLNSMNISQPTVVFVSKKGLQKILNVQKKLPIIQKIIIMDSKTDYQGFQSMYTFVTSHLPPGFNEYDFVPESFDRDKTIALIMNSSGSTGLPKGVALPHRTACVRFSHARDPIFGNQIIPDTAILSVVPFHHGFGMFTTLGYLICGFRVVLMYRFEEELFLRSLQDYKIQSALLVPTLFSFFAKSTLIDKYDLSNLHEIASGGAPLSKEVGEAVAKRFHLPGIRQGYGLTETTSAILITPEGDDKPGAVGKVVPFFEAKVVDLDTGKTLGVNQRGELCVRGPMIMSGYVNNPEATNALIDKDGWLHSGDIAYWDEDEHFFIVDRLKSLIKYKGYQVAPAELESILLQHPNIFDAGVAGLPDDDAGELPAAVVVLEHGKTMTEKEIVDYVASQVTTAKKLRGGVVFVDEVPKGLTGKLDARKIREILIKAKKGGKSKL
#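 Purified P. pyralis luciferase, 10 nM final, with Km-level 10 uM D-luciferin and 10 uM ATP in 50 mM Tris acetate pH 7.5, 10 mM Mg acetate, 0.01% Tween-20, 0.05% BSA; 6-point qHTS titration about 60 µM downward; luminescence read.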
# Gal4-VP16 FLuc: counter-screen for ROR gamma inhibitors: Gal4-VP16 reporter | Drosophila S2 Gal4-VP16 UAS-luciferase, luminescence, 20 h | Potency, µM (top dose mostly 53.6 µM), inactives show top-dose activity, negative = inhibition, actives largely listed as inhibitors | hit rate 3.5% among 310,000 | AID 2546;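 also: Gal4-VP16 expression switched on by copper sulfate through the metallothionein promoter; potency is read from the fitted curve at half-maximal effect; % is scaled to controls: 0 for no effect and ±100 for the full control effect; nearly all actives have a fitted effect of over 50% in size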
# ELG1 genotoxic: induces genotoxicity in HEK293T cells with luciferase-tagged ELG1; HEK293T ELG1-luciferase reporter, luminescence, 16 h; Potency, µM (titrated, usually from 46 µM), inactives show top-dose activity change, positive = activation, actives largely listed as activators; hit rate 1.3% among 330,000; AID 504466; also: potency is read from the fitted curve at half-maximal effect; % of control where 0% means no effect; nearly all actives have a fitted effect of over 60% in size
#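 After overnight (16 hr) compound treatment at 37 °C, ELG1-luciferase HEK293T cells were lysed with ONE-Glo; luminescence quantified 30 min later at room temperature.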
# An asterisk follows results filed as active; u = inconclusive; x = no result given; & = joins results of further samples; [ ] = remark or other dose. Unless noted, calls follow the shape of the dose curve; as a rule, active = well fitted curve in the direction sought with a large enough effect; inconclusive = small, poorly fitted or top-dose-only effect, or another doubt; inactive = no such curve, though single readings can be large; an effect the other way counts as inactive or inconclusive. The list is partial; rates above refer to the full screens.
no.	smiles	PKM2 activator	NPC1 promoter act	BRCA1 expr up	RORg inh	p53 reactivation	Menin-MLL TR inh	Rab9 promoter act	Giardia killer	FLuc counter	Gal4-VP16 FLuc	ELG1 genotoxic
1	Cc1nc(SCn2nnc3ccccc3c2=O)c2c(C)c(C)sc2n1	0%	6%	x	-5%[10 µM]	3%	0%	-1%	x	-2%	1%	3%
2	Cc1ccccc1N(CC(=O)Nc1ccc(S(=O)(=O)N2CCOCC2)cc1)S(C)(=O)=O	20%	-3%	-30%	26%	0%	u	0%	-30	-2%	-2%	0%
3	CC(=O)Nc1ccc(S(=O)(=O)N(C)CC(=O)N/N=C/c2cccc(O)c2)cc1	-2%	0%	6%	8%	1%	21%	2%	0	-3%	-7%	0%
4	CCC(CC)c1nnc(NC(=O)Cc2ccccc2[N+](=O)[O-])s1	2%	-3%	-2%	-1%	-5%	19%	-3%	-12	2%	-11%	3%
5	O=C(N/N=C/c1ccccc1OC(F)F)C1=COCCO1	1%	8%	-33%	-16%	14%	0%	10%	-19	-20%	-15%	7%
6	O=C(O)CNC(=S)N(Cc1cccs1)C1CCCCC1	-3%	-3%	0%	-1%	1%	10%	-2%	-2	0%	-9%	1%
7	CC1(C)c2ccccc2N2CC(=O)NC21/C=C/c1ccco1 (configuration not stated)	u	-9%	-9%	u	-15%	16%	-21%	-30	4%	u	-1%
8	O=c1cc(CN2CCN(c3ccccn3)CC2)nc2sccn12	0%	-5%	25%	4%	5%	0%	-3%	-8	3%	0%	-2%
9	CSc1ccc(/C=N/n2c(C3CCCCC3)n[nH]c2=S)cc1	x	-2%	-22%	1.6µM*	u	-6%	-4%	1	1%	u	3%
10	COc1cccc(C2c3c(-c4cc(Cl)c(C)cc4O)n[nH]c3C(=O)N2Cc2cccnc2)c1 (configuration not stated)	13%	-1%	-78%	-39%	-2%	7%	1%	15	-6%	0%	-5%
11	S=C(NCc1ccccc1)NCc1ccco1	1%	8%	13%	11µM*	-7%	10%	1%	8	-1%	u	-1%
12	COCCCNC(=O)c1cc(-c2cccnc2)nc2ccccc12	x	2%	-7%	5%	6%	8%	-3%	4	0%&1%	1%	-6%
13	COc1ccccc1P(=O)(Cc1ccccc1[N+](=O)[O-])c1ccccc1 (configuration not stated)	x	2%	-36%	11%	0%	-4%	-2%	6	-1%	1%	-9%
14	S=C1NC2=C(CCCC2=C2SCCS2)C(c2ccccc2)N1 (configuration not stated)	-10%	-4%	-5%	7.1µM*	0%	-8%	0%	36[activator]	u	u	u
15	O=C1CC(N(O)C2CC(=O)N(Cc3ccccc3)C2=O)C(=O)N1Cc1ccccc1 (configuration not stated)	-1%	1%	-19%	-17%	7%	4%	-4%	-9	-14%	u	-4%
16	O=C(N1CCOCCOc2ccccc2OCCOCC1)C(F)(F)F	-1%	-7%	-1%	-29%[1.91 µM]	x	16%	0%	6	-1%	8%	-1%
17	Cc1cc(C)n(-c2ncc(C#N)cn2)n1	-7%	-2%	11%	-2%	3%	16%	1%	11	-2%	6%	2%
18	CCN1CCC(NC(=O)Nc2ccccc2C(=O)OC)CC1	-1%	-8%	-2%	19%	2%	-8%	0%	9	-13%	28%	3%
19	Cn1c(SCC2CCCO2)nnc1-c1ccncc1 (configuration not stated)	-5%	1%	19%	u	-1%	1%	4%	-2	6%	0%	2%
20	CCc1cc2cccc(C)c2nc1SCC(=O)c1ccc(NC(C)=O)cc1	8%	0%	-61%	33%	2%	u	3%	6	-1%	-9%	-1%
21	COc1ccc(NC(=O)CS(=O)CC(=O)N2CCN(C3CCCC3)CC2)cc1 (configuration not stated)	0%	-1%	4%	-11%	2%	-9%	6%	11	1%	9%	0%
22	COc1ccc(-c2nnc(SCC(=O)NC(C)c3ccccc3)o2)cc1OC (configuration not stated)	4%	-1%	-22%	-9%	-2%	-5%	2%	-18	2%	-2%	0%
23	Cc1ccc(S(=O)(=O)N2CCCC(CCC(=O)NCc3ccccc3F)C2)s1 (configuration not stated)	9%	-7%	-8%	13%	-4%	4%	-3%	2	-8%	2%	-6%
24	CS(=O)(=O)c1ccc(C(=O)NCc2ccc(F)cc2)cc1	1%	-1%	-4%	0%	-2%	23%	-1%	-18	0%	8%[10 µM]	10%
25	O=C(c1ccccc1C(=O)N1CCN(c2ccccc2)CC1)N1CCN(c2ccccc2)CC1	3%	1%	-30%	33%	3%	u	1%	-9	6%	-12%	-10%

# A different layout for some results above.
(1) Cc1nc(SCn2nnc3ccccc3c2=O)c2c(C)c(C)sc2n1
(2) Cc1ccccc1N(CC(=O)Nc1ccc(S(=O)(=O)N2CCOCC2)cc1)S(C)(=O)=O
(3) CC(=O)Nc1ccc(S(=O)(=O)N(C)CC(=O)N/N=C/c2cccc(O)c2)cc1
(4) CCC(CC)c1nnc(NC(=O)Cc2ccccc2[N+](=O)[O-])s1
(5) O=C(N/N=C/c1ccccc1OC(F)F)C1=COCCO1
(6) O=C(O)CNC(=S)N(Cc1cccs1)C1CCCCC1
(7) CC1(C)c2ccccc2N2CC(=O)NC21/C=C/c1ccco1 (configuration not stated)
(8) O=c1cc(CN2CCN(c3ccccn3)CC2)nc2sccn12
entry no.,1,2,3,4,5,6,7,8
PKM2 activator,0%,20%,-2%,2%,1%,-3%,u,0%
NPC1 promoter act,6%,-3%,0%,-3%,8%,-3%,-9%,-5%
BRCA1 expr up,x,-30%,6%,-2%,-33%,0%,-9%,25%
RORg inh,-5%[10 µM],26%,8%,-1%,-16%,-1%,u,4%
p53 reactivation,3%,0%,1%,-5%,14%,1%,-15%,5%
Menin-MLL TR inh,0%,u,21%,19%,0%,10%,16%,0%
Rab9 promoter act,-1%,0%,2%,-3%,10%,-2%,-21%,-3%
Giardia killer,x,-30,0,-12,-19,-2,-30,-8
FLuc counter,-2%,-2%,-3%,2%,-20%,0%,4%,3%
Gal4-VP16 FLuc,1%,-2%,-7%,-11%,-15%,-9%,u,0%
ELG1 genotoxic,3%,0%,0%,3%,7%,1%,-1%,-2%

# (further entries)
no.	smiles	PKM2 activator	NPC1 promoter act	BRCA1 expr up	RORg inh	p53 reactivation	Menin-MLL TR inh	Rab9 promoter act	Giardia killer	FLuc counter	Gal4-VP16 FLuc	ELG1 genotoxic
26	CCN1CCN(S(=O)(=O)c2ccc(Cl)c(C(=O)NC3CC3)c2)CC1	x	0%	0%	x	-10%	x	-5%	10	4%	x	2%
27	Cc1ccc(S(=O)(=O)c2cc3c(=O)n4ccccc4nc3n(Cc3ccco3)c2=N)cc1C	u	-8%	-3%	u	2%	u	-1%	3	-1%	18µM*	0%
28	CC(=O)c1cccc(NS(=O)(=O)c2ccc3c(c2)oc(=O)n3C)c1	u	0%	-43%	-12%[0.365 µM]	-20%	17%	-7%	12	1%	x	0%
29	CNC(=O)C(=O)Nc1cc2c3c(c1)C(C)C(=O)N3CCC2 (configuration not stated)	x	0%	-21%	-43%	9%	x	-4%	6	6%	-2%	12%
30	CCCCNS(=O)(=O)c1ccc2nc(SCC(=O)Nc3cccc(F)c3)[nH]c2c1	12%	-1%	-7%	u	5%	0%	-2%	-11	1%	7%	-9%
31	COc1ccc2[nH]cc(CCNC(=O)CCC3CCCCC3)c2c1	-2%	1%	-15%	23%	-2%	-3%	-2%	25	-3%	-9%	-4%
32	CCOC(=O)c1cc(C(C)C)sc1NC(=O)COC(=O)c1nccnc1N	x	-9%	-24%	x	4%	x	-5%	5	12%	x	4%
33	COc1ccc(N(C(=O)CNC(=O)c2ccco2)C(C(=O)NCC2CCCO2)c2ccccc2)c(OC)c1 (configuration not stated)	x	-38%[inhibitor]	2%	-22%	-3%	0%	2%	-4	0%	-2%	2%
34	COC(=O)/C(=C\c1c(OC)cc(OC)cc1OC)C(=O)c1ccc2c(c1)OCO2	x	x	-1%	19%	x	-22%	x	16&-10	x	8%	x

# Screening data deposited in PubChem BioAssay by National Center for Advancing Translational Sciences (NCATS).
